# MIN6 prolif = MIN6 beta-cell proliferation induction | MIN6 cells proliferation, ATPlite luminescence, 48 h; cells starved in 0.2% serum; 100% = growth in 10% serum | proliferation, % at 10 µM | hit rate 0.29% among 330,000 | AID 2380;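 active means compounds whose signal lies at least 3.5 SD above the mean of all wells on their plate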;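 further: 0% = DMSO-treated cells in low-serum medium and 100% = 10% serum control; some compounds called inactive have numbers as strong as hits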
# tim10-1 inh = inhibits growth of tim10-1 mutant yeast. hit rate 2.2% among 330,000. S. cerevisiae tim10-1 ts strain growth, BacTiter-Glo, 24 h. inhibition, % at 20 µM;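 active means inhibition of at least 40%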;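 further: mutant grown at 25 °C; 0% = DMSO wells with yeast and 100% = wells holding no yeast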
# A3G deaminase = blocks human APOBEC3G single-stranded DNA deamination | Q9HC16 | recombinant A3G, ssDNA deamination FAM/TAMRA fluorescence | inhibition, % at 20 µM | hit rate 0.28% among 330,000 | AID 493012;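 active means inhibition of at least 40% at 20 µM, with no more than 30% in the related APOBEC3A deaminase screen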;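 further: plate controls were DMSO wells with A3G for no effect and wells lacking A3G enzyme for full effect; some compounds called inactive have numbers as strong as hits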
# Target sequence (Q9HC16 whole entry, looked up): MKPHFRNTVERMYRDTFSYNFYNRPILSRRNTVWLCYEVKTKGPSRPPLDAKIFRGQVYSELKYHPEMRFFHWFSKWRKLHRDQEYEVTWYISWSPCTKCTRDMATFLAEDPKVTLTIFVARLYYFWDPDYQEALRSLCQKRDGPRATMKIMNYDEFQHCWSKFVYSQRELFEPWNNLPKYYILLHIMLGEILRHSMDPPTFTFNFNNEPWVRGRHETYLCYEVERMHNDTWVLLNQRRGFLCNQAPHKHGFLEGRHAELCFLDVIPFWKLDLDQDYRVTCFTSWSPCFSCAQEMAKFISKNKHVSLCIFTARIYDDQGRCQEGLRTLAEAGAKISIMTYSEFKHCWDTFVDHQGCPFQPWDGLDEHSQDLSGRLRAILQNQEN
# TIM10 inh = TIM10 yeast growth inhibition; S. cerevisiae TIM10 strain growth, BacTiter-Glo luminescence, 24 h; inhibition, % at 10 µM; hit rate 1.4% among 330,000; AID 463195;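 active means inhibition of 40% or more at the single tested concentration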;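 further: wild-type TIM10 isogenic control strain grown at permissive 25 °C; 0% = DMSO yeast wells and 100% = minimal medium wells without yeast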
# mIAP block = mouse IAP inhibition | inhibition, % at 10 µM | purified mouse IAP, CDP-Star luminescence, 30 min | hit rate 0.2% among 330,000;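 active means inhibition of at least 40% at 10 µM in the primary screen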;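 further: plate controls were DMSO with enzyme for no effect and no enzyme wells for full effect; values of inactives mirror those of a sister screen read the other way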
# APOBEC3A inh = inhibitors of human APOBEC3A DNA deaminase; P31941; recombinant A3A, FAM/TAMRA ssDNA deamination fluorescence; inhibition, % at 20 µM; hit rate 0.41% among 330,000;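 active means at least 40% inhibition at 20 µM here, with at most 30% in a related deaminase screen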;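 further: plate controls were A3A with DMSO for no effect and wells lacking A3A enzyme for full effect; some results filed as inactive read as strong as hits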
# hIAP inh = blocks human intestinal alkaline phosphatase; P09923; purified IAP, CDP-Star luminescence, 30 min; inhibition, % at 10 µM; hit rate 0.12% among 330,000; AID 2544;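 active means inhibition reaching a set limit with compound at 10 µM in the primary screen, cut at about 35% in these data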;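 further: plate controls were DMSO wells with enzyme for no effect and no-enzyme buffer wells for full effect; values of inactives mirror those of a sister screen read the other way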
# Target sequence (P09923 whole entry, looked up): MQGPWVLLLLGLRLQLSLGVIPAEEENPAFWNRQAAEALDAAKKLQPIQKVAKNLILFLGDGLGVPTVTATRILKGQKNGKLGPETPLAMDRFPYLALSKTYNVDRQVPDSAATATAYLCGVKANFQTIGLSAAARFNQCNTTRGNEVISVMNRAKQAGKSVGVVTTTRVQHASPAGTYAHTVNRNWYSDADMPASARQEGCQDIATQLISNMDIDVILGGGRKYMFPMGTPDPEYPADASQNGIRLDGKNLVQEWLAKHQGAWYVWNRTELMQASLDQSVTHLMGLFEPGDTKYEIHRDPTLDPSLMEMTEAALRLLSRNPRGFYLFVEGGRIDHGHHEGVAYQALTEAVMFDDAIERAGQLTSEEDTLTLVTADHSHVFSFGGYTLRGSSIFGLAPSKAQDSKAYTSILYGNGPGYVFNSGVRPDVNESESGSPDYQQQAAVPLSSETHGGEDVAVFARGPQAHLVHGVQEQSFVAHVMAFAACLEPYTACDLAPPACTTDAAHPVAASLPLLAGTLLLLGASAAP
# mIAP act = increases mouse intestinal alkaline phosphatase activity | muIAP, CDP-Star luminescence, 30 min; hits give high values; 1 = vehicle-only enzyme signal, 0 = enzyme-free wells | activation factor at 10 µM | hit rate 0.24% among 330,000;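 active means activation factor of at least 2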; further: the source names both 10 and 20 µM as test concentration; values of inactives mirror those of a sister screen read the other way
#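 Assay system: mouse IAP enzyme; Reagent: CDP-Star chemiluminescent phosphatase substrate; Compound: DMSO-dissolved test compounds; Incubation: 30 min, room temperature; Technique: luminescence from enzymatic CDP-Star hydrolysis; Controls: DMSO-only wells and no-enzyme negative control.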
# NLRP3 yeast inh = blocks the NALP3 inflammasome reconstituted in yeast; Yeast reconstituted NLRP3/ASC/caspase-1, beta-gal luminescence, 24 h; inhibition, % at 10 µM; hit rate 0.39% among 330,000;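 active means inhibition of 50% or more; inactive means inhibition below 50%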;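 further: plate controls were induced DMSO wells for no effect and uninduced yeast grown without galactose for full effect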
# * marks the source's active call; other numbers are inactive results.
No.	canonical_smiles	MIN6 prolif	tim10-1 inh	A3G deaminase	TIM10 inh	mIAP block	APOBEC3A inh	hIAP inh	mIAP act	NLRP3 yeast inh
1	COc1ccc(NC(=O)CN(C)C(=O)C(C)Oc2ccc(Br)cc2)cc1 (stereo not drawn)	3	5	-7	6	3	-2	-4	0.97	7
2	Cc1[nH]nc(-c2ccc(O)c(C)c2O)c1-c1cnn(-c2ccccc2)c1	-2	6	-1	37	1	2	-24	0.99	5
3	CCOc1ccc(S(=O)(=O)N2CCCC2)cc1	-3	11	2	0	-1	8	-2	1	27
4	CC(CNC(=O)CN1C(=O)NC2(CCCCC2)C1=O)c1ccccc1 (stereo not drawn)	-5	0	-6	11	4	-4	-5	0.96	18
5	NC1=NC(=Nc2cccc(S(N)(=O)=O)c2)c2ccccc21	-1	5	-5	14	-8	-3	13	1.1	16
6	Cc1onc(-c2ccccc2)c1C(=O)OCC(=O)NC(C)c1ccc(Cl)cc1 (stereo not drawn)	-3	9	-4	-12	-12	-3	7	1.1	24
7	COc1ccc(OCCC(=O)NC2CCCCC2)cc1	-3	11	-4	8	4	0	4	0.96	6
8	CCN1C(=O)c2ccc(C(=O)NCc3ccco3)cc2C1=O	1	-22	-3	2	-4	-4	12	1	12
9	CCC(CO)Oc1cc(NC(=O)Cc2ccccc2F)c2ncn(C(C)C)c2c1 (stereo not drawn)	-1	-2	-7	-11	2	1	4	0.98	13
10	CC(C)COc1nc2c(c(=O)n(C)c(=O)n2C)n1C	2	16	5	-16	-5	0	9	1.1	19
11	N#CCC(CNc1ncc(C(F)(F)F)cc1Cl)OC(=O)c1ccc(Cl)cc1Cl (stereo not drawn)	-4	3	2	14	11	5	10	0.89	33
12	CC(C)c1ccc(NC2CCCN(C(=O)c3cccnc3)C2)cc1 (stereo not drawn)	0	1	-6	-3	6	-3	-13	0.94	6
13	Cc1ccc2cc3cc(C(=O)NC4CCCCC4)oc3nc2c1	-2	-11	4	31	0	6	-7	1	22
14	Fc1ccc(NC(=S)NCCc2ccccc2)c(F)c1F	-5	40*	-6	41*	-43	-2	-2	1.4	37
15	COc1ccc(/C=N/NC(=O)C(=O)/C=C2\NC3(CCCC3)Cc3ccccc32)cc1	-1	42*	-2	37	25	1	7	0.75	9
16	COc1ccc(CN(CC(=O)NCc2ccco2)C(=O)CCC(=O)Nc2ccccn2)cc1	-1	-12	-2	-7	-3	-3	-11	1	19
17	CC(=O)N/C(=C/C(C)C)c1ccccc1	0	-5	-14	-1	-3	-4	-12	1	-5
18	Cc1ccc(OCc2nnnn2-c2ccccc2)cc1	0	20	-5	26	11	0	10	0.89	-79
19	O=C1CN2C(=Nc3ccc(Br)cc3C2c2ccccc2)CCN1 (stereo not drawn)	0	14	-2	19	-10	9	-12	1.1	5
20	CC(C)NC(=O)Cn1c(SCC(=O)N2c3ccccc3CC2C)nc2ccccc21 (stereo not drawn)	-3	23	-3	-7	-12	-2	-22	1.1	19
21	COC(=O)c1ccc(-n2cnc3ccccc32)nc1	-3	-1	-1	10	-11	-1	7	1.1	30
22	Fc1ccccc1COc1ccc(/C=N/n2cnnc2)cc1	-1	30	-6	1	8	-2	-7	0.92	20
23	Cn1c(SCC(=O)N2CCCC2)nnc1-c1ccc2c(c1)OCO2	-1	-6	-6	1	-1	-1	0	1	-41
24	Cc1ccc(S(=O)(=O)N(C)C)cc1NC(=O)/C=C/c1cccs1	2	11	-2	-3	12	0	2	0.88	0
25	C#Cc1ccc(C(=O)NCc2ccc(N3CCCC3=O)cc2)cc1	1	-26	-3	-17	-3	8	1	1	14
26	CCc1ccc(-c2nc(SCC(=O)N(CCOC)c3c(N)n(Cc4ccccc4)c(=O)[nH]c3=O)n[nH]2)cc1	-3	-2	0	5	-1	5	-16	1	12
27	CC1(C(=O)N/N=C/c2ccccc2)CC1(Cl)Cl (stereo not drawn)	1	11	0	-2	1	0	3	0.99	10
28	CN(C)C(CNC1CC(C)(C)NC(C)(C)C1)c1cccc(F)c1 (stereo not drawn)	-1	6	-7	14	-1	-4	8	1	6
29	O=C(CSc1n[nH]c(=O)n1-c1cccnc1)Nc1ccccc1Cl	-1	1	-3	10	4	1	4	0.96	13
30	CCN1C(=O)NC(c2cc(Br)ccc2OC)C(C(=O)OC)=C1C (stereo not drawn)	-1	25	-1	10	-1	-2	-35	1	3

# A section taken from the entries so far, as a working copy:
No.	canonical_smiles	MIN6 prolif	tim10-1 inh	A3G deaminase	TIM10 inh	mIAP block	APOBEC3A inh	hIAP inh	mIAP act	NLRP3 yeast inh
17	CC(=O)N/C(=C/C(C)C)c1ccccc1	0	-5	-14	-1	-3	-4	-12	1	-5
18	Cc1ccc(OCc2nnnn2-c2ccccc2)cc1	0	20	-5	26	11	0	10	0.89	-79
19	O=C1CN2C(=Nc3ccc(Br)cc3C2c2ccccc2)CCN1 (stereo not drawn)	0	14	-2	19	-10	9	-12	1.1	5
20	CC(C)NC(=O)Cn1c(SCC(=O)N2c3ccccc3CC2C)nc2ccccc21 (stereo not drawn)	-3	23	-3	-7	-12	-2	-22	1.1	19
21	COC(=O)c1ccc(-n2cnc3ccccc32)nc1	-3	-1	-1	10	-11	-1	7	1.1	30
22	Fc1ccccc1COc1ccc(/C=N/n2cnnc2)cc1	-1	30	-6	1	8	-2	-7	0.92	20
23	Cn1c(SCC(=O)N2CCCC2)nnc1-c1ccc2c(c1)OCO2	-1	-6	-6	1	-1	-1	0	1	-41
24	Cc1ccc(S(=O)(=O)N(C)C)cc1NC(=O)/C=C/c1cccs1	2	11	-2	-3	12	0	2	0.88	0
25	C#Cc1ccc(C(=O)NCc2ccc(N3CCCC3=O)cc2)cc1	1	-26	-3	-17	-3	8	1	1	14
26	CCc1ccc(-c2nc(SCC(=O)N(CCOC)c3c(N)n(Cc4ccccc4)c(=O)[nH]c3=O)n[nH]2)cc1	-3	-2	0	5	-1	5	-16	1	12
27	CC1(C(=O)N/N=C/c2ccccc2)CC1(Cl)Cl (stereo not drawn)	1	11	0	-2	1	0	3	0.99	10

# (further entries)
No.	canonical_smiles	MIN6 prolif	tim10-1 inh	A3G deaminase	TIM10 inh	mIAP block	APOBEC3A inh	hIAP inh	mIAP act	NLRP3 yeast inh
31	CCOC(=O)C1CCCN(c2oc(-c3ccc(F)cc3)nc2C#N)C1 (stereo not drawn)	1	8	-3	-8	4	2	12	0.96	26
32	O=C(Nc1ccc2c(c1)OCCO2)c1ccccn1	-6	17	-12	7	-18	-6	-2	1.2	22
33	C=CCn1c(C)cc(C2=NNC(=Nc3ccc(C)cc3)SC2)c1C	0	6	-5	0	-1	1	5	1	2
34	O=C(NCCCN1CCOCC1)c1cccnc1SCc1ccccc1Cl	-4	14	-8	-5	8	-3	-12	0.92	19
35	COc1ccc(C2c3cc(OC)c(OC)cc3CCN2C2CC(=O)N(c3ccccc3)C2=O)cc1OC (stereo not drawn)	-1	2	-4	7	-2	-5	-16	1	2
36	O=C(Nc1ccc(F)cc1)Nc1ccc([N+](=O)[O-])cn1	2	-11	-1	5	-2	0	-3	1	22
37	Cc1nc(C(=O)Nc2cc(F)cc(Cl)c2)sc1C1(C)CC(c2ccccc2)=NO1 (stereo not drawn)	-2	12	-11	-9	10	-4	2	0.9	16
38	Cc1[nH]n(C(N)=S)c(=O)c1N=Nc1cccc([N+](=O)[O-])c1C	1	0	-3	0	12	-4	-2	0.88	36
39	CCCCCCCC(=O)NN1CCOCC1	-2	-3	-5	-3	-11	-4	1	1.1	-2
40	CCOc1cc(S(=O)(=O)N2CCC(Cc3ccccc3)CC2)c(OCC)cc1-n1cnnn1	-2	9	-3	9	0	-4	-1	1	-3
41	CC(Sc1ccc(Cl)cc1)C(=O)N(C)CC(=O)Nc1ccc(N2CCOCC2)cc1 (stereo not drawn)	0	5	-5	-2	1	-1	-12	0.99	12
42	CC(C)CCNC(=O)C1CCN(S(=O)(=O)c2ccc3c(c2)CCC(=O)N3)CC1	-3	-23	-5	-1	-14	-2	-12	1.1	8
43	OCCC1CN(Cc2cccc3nccnc23)CCN1Cc1ccc(F)cc1 (stereo not drawn)	-4	6	-5	-3	11	-2	-7	0.89	9
44	O=C(/C=C/c1ccc2c(c1)OCO2)Nc1nc2ccc(F)cc2s1	-2	-4	0	-1	7	1	-9	0.93	-12
45	CC(C)[C@H](NC(=O)N1c2ccccc2NC(=O)[C@@H]1C(C)C)C(=O)N[C@H](Cc1ccccc1)C(=O)O	-3	8	-6	2	-2	-1	0	1	9
46	CN(c1ccc(OCC(=O)N2CCOCC2)cc1)S(=O)(=O)c1ccc(F)cc1	-2	-21	-5	3	-3	3	-1	1	2
47	CC(Oc1ccccc1Cl)C(=O)Nc1ccc(S(=O)(=O)N2CCCC2)cc1 (stereo not drawn)	5	25	-2	6	-18	-1	-4	1.2	17
48	CCC1CCCCN1CCCNC(=O)Cn1ncc2c(C)n(Cc3ccccc3Cl)c(C)c2c1=O (stereo not drawn)	-3	6	-1	-9	6	0	13	0.94	2
49	O=C(CSc1nnc(Nc2ccccc2F)s1)NC1CCCC1	-4	9	-7	7	-3	-5	-16	1	15
50	S=C(Nc1ccc(Br)cc1Cl)NN1CCOCC1	0	18	61*	-30	-12	1	-11	1.1	6
51	Cc1cc(C(=O)N/N=C/c2ccc([N+](=O)[O-])cc2)c(C)o1	0	3	-5	21	9	-1	-5	0.91	17
52	CCOc1cccc(/C=N/Nc2nc(N3CCCC3)nc(N3CCCC3)n2)c1O	-4	6	-1	13	-16	2	-26	1.2	14
53	O=C(Nn1cnc2ccccc2c1=O)c1ccccc1Cl	-3	-25	-8	-15	-1	-3	2	1	10
54	CCOc1ccc(S(=O)(=O)N2CCN(C)CC2)c(C)c1C	0	-4	-6	-12	4	-5	-12	0.96	19
55	O=C(CCCC(=O)N1CCN(c2ccc([N+](=O)[O-])cc2)CC1)c1ccccc1	3	13	-1	9	7	-1	17	0.93	25
56	COc1ccccc1COCC(O)CN1CCCCC1CO (stereo not drawn)	0	6	-8	-6	-1	-4	-25	1	-5
57	COCCCN1C(=O)C(=O)/C(=C(/O)c2ccc(OC)cc2)C12C(=O)N(C)c1ccccc12 (stereo not drawn)	-4	5	9	12	3	3	10	0.97	12
58	Cc1ccc(C)c(NC(=O)CSc2nnc(-c3ccccc3C)o2)c1	-3	12	-2	-1	5	0	8	0.95	25
59	CCS(=O)(=O)c1nc(S(=O)(=O)c2ccc(Cl)cc2)c(NCCCN2CCCC2=O)s1	4	-14	-9	0	-11	-6	-27	1.1	-3
60	Cc1ccc(CCNC(=O)C(C)n2nc(C)c3c(C)n(-c4ccccc4)nc3c2=O)cc1 (stereo not drawn)	5	13	-5	0	12	-6	1	0.88	11
